Source: PubChem BioAssay (ICCB-Longwood Screening Facility, Harvard Medical School)
Polio RdRp inh = poliovirus RdRp elongation inhibitors, primary screen, biochemical, fluorescence polarization, total intensity; poliovirus polymerase elongation; active compounds read low; Genome polyprotein (Poliovirus type 1 (strain Mahoney)), P03300; % elongation, % (compound at 16.7 µg/mL); 150,000 compounds, 0.66% hits; in the data active = % elongation below about 90%; also: some results filed as inactive read as strong as hits
Target sequence (P03300 1749-2209 limits assumed): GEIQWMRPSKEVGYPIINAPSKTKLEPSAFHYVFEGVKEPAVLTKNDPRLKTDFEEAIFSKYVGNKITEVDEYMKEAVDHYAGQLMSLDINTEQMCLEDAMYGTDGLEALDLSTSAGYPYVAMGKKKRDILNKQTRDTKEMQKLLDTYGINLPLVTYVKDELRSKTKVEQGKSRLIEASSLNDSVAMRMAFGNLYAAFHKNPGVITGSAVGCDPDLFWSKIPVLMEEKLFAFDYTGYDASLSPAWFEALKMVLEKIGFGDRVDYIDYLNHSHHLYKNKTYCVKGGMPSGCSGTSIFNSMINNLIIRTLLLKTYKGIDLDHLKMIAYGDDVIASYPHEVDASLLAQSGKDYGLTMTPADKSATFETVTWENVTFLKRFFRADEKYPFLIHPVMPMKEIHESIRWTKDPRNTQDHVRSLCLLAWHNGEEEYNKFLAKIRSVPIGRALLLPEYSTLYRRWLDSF
Polio RdRp inh FP z-score = further read-out of Polio RdRp inh, marked with its call; z-score; measured here: FP z-score; hits read low
Active calls of the source: *; & = joins results of further samples. An excerpt (hit frequency here may not be typical).

SMILES	Polio RdRp inh	Polio RdRp inh FP z-score
C=CCn1c(COc2ccc(Cl)cc2)nnc1SCC(=O)N1CC(=O)Nc2ccccc21	104.0	0.2
CCc1nn(-c2ccccc2)c2nc(-c3ccccc3OC)c3cc(OC)c(OC)cc3c12	102.0	-0.3
O=C(CSc1nncn1-c1ccccc1)N1CCCC1c1ccc2c(c1)OCCO2 (stereo unspecified)	103.0	0
C=CCNC(=O)C(C)N1CCN(C)CC1 (stereo unspecified)	100.0	-0.6
Cc1ccc(C(=O)c2cn(Cc3cccc(C)c3)c3nc(C)ccc3c2=O)cc1	111.0	1.5
COc1ccc(N2CCN(C(=O)Cn3c(-c4cccs4)cc4ccccc43)CC2)cc1	116.0	0.9
CC1CCCCC1NC(=O)c1cc(=O)c2ccccc2o1 (stereo unspecified)	100.0	0
O=C(NCc1ccco1)c1ccc2c(c1)N(Cc1ccc(F)cc1)C(=O)c1ccccc1S2=O (stereo unspecified)	103.0	-0.3
Cc1ccc(OCc2ccc(C(=O)N(C)C3CCCCC3)o2)cc1C	104.0	0.2
OC12CCCCC1C(c1ccc(F)cc1)NCC2 (stereo unspecified)	102.0	-0.1
CC(C)(C)c1cc(C(=O)N2CCN(c3ccc(C(F)(F)F)cn3)CC2)n(Cc2ccc(F)cc2)n1	100.0	-0.7
Cc1cccc(-n2c3nc(=O)n(C)c(=O)c-3cc3c(Cl)cccc32)c1C	107.0	-0.4
Cc1ccc(-c2nn(-c3ccccc3)cc2C(=O)Nc2ccc3c(c2)OCO3)o1	97.0	-0.7
COc1cc(NC(=O)CSc2nc3ncccc3o2)cc(OC)c1	107.0	0.3
Cc1ccccc1C(=O)NCCC(C)C	101.0	-0.5
COc1ccc(CC(C(=O)O)c2ccccc2)cc1 (stereo unspecified)	102.0	0.2
CCOc1ccc(NC(=O)Cn2c(=O)n(Cc3ccc(C(=O)NCc4ccc5c(c4)OCO5)cc3)c(=O)c3ccccc32)cc1	107.0	0.4
NC1=NC(=Nc2ccc(S(N)(=O)=O)cc2)c2ccccc21	102.0	-0.1
O=c1[nH]cnc2c1[nH]c1ccccc12	103.0	0.3
CCOc1ccccc1-c1noc(CCCC(=O)Nc2cc(C(F)(F)F)ccc2Cl)n1	104.0	1.2
Cc1cc(C)cc(OC(=O)c2cccnc2)c1	99.0	-0.4
CCCCC(CC)C1OCC(C)O1 (stereo unspecified)	100.0	-0.4
COC(=O)/C(=C(/O)CSc1nnc(C)n1C1CCCCC1)c1nc2ccccc2[nH]1	99.0	-0.7
COC(=O)c1ccccc1NC(=O)CN1C(=O)COc2ccccc21	107.0	0.5
Cc1cccc(NC(=O)CN2C(=O)c3cccc4cccc2c34)c1C	102.0	-0.4
CC1CCN(Cc2nc(N)nc(Nc3ccc(Cl)cc3)n2)CC1	95.0	-0.8
Cc1ccc(C(=O)CNC(=O)C2Cc3ccccc3C(=O)O2)cc1 (stereo unspecified)	102.0	0.4
COc1ccc(C(=O)c2cn(Cc3ccccc3)c3ccccc3c2=O)cc1OC	103.0	-1.3
CCCCC/C=C\C/C=C\CCCCCCCCCC(=O)O	100.0&97.0	-0.5&-0.7
CCOC(=O)c1cc2c(oc1=O)c(I)cc1oc3c(c12)CCCC3	100.0	-0.4

Some of these compounds in order of molar mass, lowest first.
SMILES	Polio RdRp inh	Polio RdRp inh FP z-score
CCCCC(CC)C1OCC(C)O1 (stereo unspecified)	100.0	-0.4
Cc1cc(C)cc(OC(=O)c2cccnc2)c1	99.0	-0.4
Cc1ccc(C(=O)CNC(=O)C2Cc3ccccc3C(=O)O2)cc1 (stereo unspecified)	102.0	0.4
CC1CCN(Cc2nc(N)nc(Nc3ccc(Cl)cc3)n2)CC1	95.0	-0.8
COc1ccc(C(=O)c2cn(Cc3ccccc3)c3ccccc3c2=O)cc1OC	103.0	-1.3
CCOC(=O)c1cc2c(oc1=O)c(I)cc1oc3c(c12)CCCC3	100.0	-0.4

Other records follow:
SMILES	Polio RdRp inh	Polio RdRp inh FP z-score
COc1ccc(S(=O)(=O)NCCS(=O)(=O)N2CCN(c3ccccc3)CC2)cc1OC	97.0	-2.3
N#Cc1ccc(COC(=O)C2=NNC(=O)CC2)cc1	99.0	-0.3
COc1ccc(N2C(=O)CS(=O)(=O)C23C(=O)N(Cc2ccccc2)c2ccccc23)cc1 (stereo unspecified)	100.0	-1.1
C=CCn1c(C)nnc1SCc1cc(=O)oc2cc(NC(C)=O)ccc12	104.0	0.3
O=C(NCCC1=CCCCC1)C1CCCN(C(=O)N2CCOc3ccccc32)C1 (stereo unspecified)	99.0	-1.3
Cc1ccc(OCCCn2c(C3CC(=O)N(c4cccc(Cl)c4)C3)nc3ccccc32)c(C)c1 (stereo unspecified)	109.0	0.4
COc1cccc(-n2c(Cc3cc(=O)[nH]c(=O)[nH]3)nnc2SCC(N)=O)c1	101.0	-0.1
O=S(=O)(Nc1ccc2oc3c(c2c1)CCCC3)c1cccc2cccnc12	100.0	-0.1
CN(CCc1ccccn1)Cc1ccccc1	101.0	0.1
NC1=NC2(CCCCC2)N(c2ccc(F)cc2)C(N)=N1	101.0	-0.1
Cc1ccc(C(=O)N2CCOCC2)cc1	100.0	-0.9
CCOC(=O)C1CCN(C(=O)c2cnn(-c3ccc(OC)cc3)c2C)CC1	99.0	-0.9
CCN(CC)C(=O)CSc1nnc(-c2ccco2)n1CC1CCCO1 (stereo unspecified)	99.0	-1
CC(=O)N(CCCN1CCOCC1)Cc1ccncc1	98.0	-1.3
CCCCN(CC)CCNC(=O)C1CCCN(c2ncnc3onc(C)c23)C1 (stereo unspecified)	111.0	0.7
CCc1ccc(CNC(=S)Nc2ccc3nc(N4CCCC4)cc(C)c3c2)cc1	103.0	0.5
O=S1(=O)CCN2N=C(C3CC3)SC2=N1	110.0	0.9
Cc1cc(C(=O)Cn2cnc3ccc(Cl)cc3c2=O)c(C)n1CC1CCCO1 (stereo unspecified)	109.0	0.7
O=C(O)c1ccc(CSc2nc3ccccc3[nH]2)cc1	98.0	-0.4
Cc1ccccc1/C=N/N=C1/NC(=O)CCS1	102.0	-0.1
Cc1ccc(-c2c(C)n3c4c(=O)n(C)c(=O)n(C)c4nc3n2-c2cccc(O)c2)cc1	103.0	-0.6
Cc1ccc(CNCc2ccccc2Cl)s1	104.0	-0.2
Cc1cc(S(=O)(=O)Nc2ccsc2C(N)=O)c(Cl)cc1Cl	106.0	0.4
CCc1ccc(CNC(=O)C2CCCN(c3nnc(C)c4c(C)n(-c5ccccc5)nc34)C2)cc1 (stereo unspecified)	104.0	-0.3
CC(=O)n1nc(-c2ccccc2)nc1N	101.0	0
COc1ccc(Cn2c(SCc3ccc(C(=O)NCc4ccc(C)cc4)cc3)nc3cccnc32)cc1	111.0	0.2
CC(C)NC(=O)c1cc2c(Cl)nc3ccccc3c2s1	102.0	-0.1
CCc1cc(=O)oc2c(C)c(OCC(=O)Nc3ccc4c(c3)OCO4)ccc12	80.0*	-1.8*
CC(N=c1ccccn1C(=O)Nc1ccc(Cl)c(Cl)c1)c1ccco1 (stereo unspecified)	97.0	-0.5
O=C(CNCCO)N1CCN(S(=O)(=O)c2ccc3ccccc3c2)CC1	108.0	0.8

One compound at a time, from the list above. Order of screens: Polio RdRp inh, Polio RdRp inh FP z-score
Record of Cc1ccc(CNCc2ccccc2Cl)s1 : 104.0, -0.2
Record of CC(C)NC(=O)c1cc2c(Cl)nc3ccccc3c2s1 : 102.0, -0.1

Remaining list, next part.
SMILES	Polio RdRp inh	Polio RdRp inh FP z-score
CC1c2ccsc2CCN1C(=S)NC(=O)c1cccs1 (stereo unspecified)	111.0	1.1
Cc1c(C(c2ccc(Br)cc2)c2c(O)c3ccccc3oc2=O)c(=O)n(-c2ccccc2)n1C (stereo unspecified)	105.0	-0.1
COC(=O)c1ccccc1NC(=O)CCCC(=O)O	104.0	0.8
CCOC(=O)c1c(S(=O)(=O)N2CCCC(C(=O)N3CCN(c4ccccc4)CC3)C2)c(C)n(C)c1C (stereo unspecified)	106.0	0
COc1ccc(Cn2nnnc2C(c2ccccn2)N2CCc3ccccc3C2)cc1 (stereo unspecified)	102.0	0
CC(=O)Nc1cc(Cl)ccc1Cl	111.0	0.5
CC(=O)NC1=NN(C(C)=O)C(C)(CS(=O)(=O)c2ccc(C)cc2)S1 (stereo unspecified)	102.0	0.1
COC(=O)Cc1[nH]nc2c1C(c1c[nH]c3ccccc13)C(C#N)=C(N)O2 (stereo unspecified)	102.0	0.1
CCNCc1ccc(-c2ccccc2)o1	100.0	-0.9
CC1CCCC(C)N1NC(=O)C1CC(=O)N(c2ccc3c(c2)OCCO3)C1 (stereo unspecified)	106.0	0.4
COc1cc(NC(=O)CN(C)S(=O)(=O)c2ccc3[nH]c4c(c3c2)CCCC4)cc(OC)c1OC	104.0	-0.3
COC(=O)C1=C(C)NC(=O)C1(NC(=O)c1ccccc1C)C(F)(F)F (stereo unspecified)	103.0	-0.1
Cc1ccc(Cn2c(C(=O)Nc3ccc(F)cc3C)cc3oc(C)cc32)cc1	101.0	0.3
Cc1ccc(O)c(NC(=O)C2=CC(c3ccco3)=NS(=O)(=O)N2C)c1	113.0	0.4
CN(C)c1cccc(C(=O)NCCc2c[nH]c3ccccc23)c1	110.0	1.2
Cc1ccc(C(=O)N2CC3(C)CC2CC(C)(C)C3)cc1 (stereo unspecified)	103.0	0.5
CCN1CCN(Cc2csc3c2CCCC3)CC1	103.0	0.6
COc1cccc(-c2nc(S(=O)(=O)c3ccc(C)cc3)c(N3CCCCCC3)o2)c1	103.0	0
Cc1cccc(N2C(C)C(=O)SC23CCCCC3)c1 (stereo unspecified)	110.0	0.5
COc1ccc(CCNC(=O)CCc2c(C)nc3cc(-c4ccccc4OC)nn3c2C)c(OC)c1	108.0	0.2
CCNC(=O)CON=C1c2ccccc2-c2ccccc21	100.0	-0.6
COc1cc(C=C2C(=O)NC(=S)NC2=O)ccc1OCC(=O)O	102.0	0.3
CC(C)C1=NN2C(=N)/C(=C/c3ccccc3)C(=O)N=C2S1	99.0	-0.8
CN1CCN(CP(=O)(N2CCCCC2)N2CCCCC2)CC1	101.0	0.1
CCN1/C(=C2/SC(=S)NC2=O)Sc2ccccc21	99.0	-0.4
Cc1cccc(N2NC(=O)/C(=C/c3ccc4c(c3)n(C)c(=O)n4C)C2=O)c1	103.0	0.2
CCOc1ccc(N=C2C(=O)Nc3ccc(C)c(Br)c32)cc1	97.0	-0.6
CCN(CC)CCNC(=O)c1ccc(Cn2c(SCc3ccccc3)nc3cccnc32)cc1	106.0	-0.6
CCC(=O)N1CCc2cc(Br)cc(S(=O)(=O)N3CCC(C(=O)Nc4ccccc4CC)CC3)c21	106.0	0.1
c1ccc(C2C/C(=N\N3CCOCC3)c3ccccc3O2)cc1 (stereo unspecified)	102.0	-0.1
O=C1Cc2cc(S(=O)(=O)N3CCCC3c3ccc4c(c3)OCCO4)ccc2N1 (stereo unspecified)	110.0	1.1
O=c1[nH]c2ccccc2c(O)c1Br	100.0	-0.3
COC(=O)c1scc(C)c1NC(=O)CC1NCCNC1=O (stereo unspecified)	104.0	0.7
O=C1NC2(CCCC2)C(=O)N1CCC(=O)N(CC1CCCO1)c1nc2ccccc2s1 (stereo unspecified)	97.0	-0.3
Cc1cc(=O)c2n(Cc3ccccc3Cl)nc[n+]2[nH]1	103.0	-0.1
Cc1ccc(S(=O)(=O)N2CCCc3cc(NC(=O)c4ccc(C(F)(F)F)cc4)ccc32)cc1	100.0	-0.8
Cc1cc(C)n2nc(-c3ccccc3)cc2n1	100.0	-0.3
CCOC(=O)c1cc(-c2ccc(OC)c(S(=O)(=O)NC)c2)on1	101.0	0.1
CCn1c2c(c3cc(OCc4ccccc4)ccc31)CCCC2=O	109.0	1
C=CCNc1nc(C(=O)OCC(=O)c2cc(C)n(Cc3ccc4c(c3)OCO4)c2C)cs1	105.0	0.5
Cc1nnc2n(c1=O)N=C(c1ccccc1)CS2	99.0	-0.5
CCOC(=O)C1CCN(C/C=C/c2ccccc2)CC1	101.0	0.2
CN(C(=O)Nc1ccccc1)n1cnc2ccsc2c1=O	107.0	1.2
C=C1CC[C@H](O)C/C1=C/C=C1\CCC[C@]2(C)[C@@H]([C@H](C)CC[C@@H](O)C(C)(C)O)CC[C@@H]12	101.0&100.0	0&0.1
O=C1OCCN1/N=C/c1ccc([N+](=O)[O-])o1	98.0	-0.5
O=c1c(S(=O)(=O)c2ccccc2)cn(Cc2ccc(F)cc2)c2ccc(F)cc12	104.0	0.6
Cc1ccccc1CSc1cn(CCNC(=O)c2cccs2)c2ccccc12	102.0	-0.8
O=C(O)CCNc1nc(C(F)(F)F)nc2ccccc12	100.0	-0.8
Cc1ccc(S(=O)(=O)c2nc(NCCCN3CCCC3=O)sc2Cl)cc1	102.0	-0.1
CCN(C(=O)CC(C)(C)C)c1ccccc1	101.0	-0.5

Next compounds:
SMILES	Polio RdRp inh	Polio RdRp inh FP z-score
Cc1ccc(S(=O)(=O)NCc2ccc(C(=O)NCCN3CCN(c4ccccc4)CC3)cc2)cc1	99.0	-1.3
N#Cc1c2c(c(-n3cnc4ccccc43)n3c1nc1ccccc13)CCCC2	102.0	0.1
O=C(N/N=C/c1c(-c2ccccc2)nc2sccn12)c1cc(=O)[nH]c(=O)[nH]1	91.0	-1.1
CCCc1nnc(SCC(=O)N2CCCc3ccccc32)n1CC	101.0	-0.1
N#Cc1ccc(C(=O)N/N=C/c2cn(CC(=O)O)c3ccccc23)c(F)c1	102.0	-0.1
CC1CCCN(C(=O)COC(=O)c2cccc(Cl)c2)C1 (stereo unspecified)	99.0	-0.7
O=C(COc1ccc(S(=O)(=O)N2CCCc3ccccc32)cc1)Nc1ccc2c(c1)OCO2	101.0	-0.2
Cn1/c(=N/S(C)(=O)=O)sc2ccccc21	102.0	-0.1
CCc1nc(SCc2cc(=O)c3cc(F)ccc3[nH]2)n[nH]1	106.0	-0.1
c1ccc2c(CCNc3ncnc4nc[nH]c34)c[nH]c2c1	102.0	0.7
Cc1cc(-c2ccc(C(C)C)c(S(=O)(=O)NCc3ccc(F)cc3)c2)on1	99.0	-1.5
